# MITF primary: MITF inhibitors, primary screen, biochemical, AlphaScreen, human; AlphaScreen MITF homodimerization, bead proximity signal; inhibition, % at 2.6 µM; 0.91% of 650,000 active; AID 1259374, 2018; in the data active = inhibition above about 50%;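 note: 0% = vehicle wells with protein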
# Target sequence (O75030 whole entry, looked up): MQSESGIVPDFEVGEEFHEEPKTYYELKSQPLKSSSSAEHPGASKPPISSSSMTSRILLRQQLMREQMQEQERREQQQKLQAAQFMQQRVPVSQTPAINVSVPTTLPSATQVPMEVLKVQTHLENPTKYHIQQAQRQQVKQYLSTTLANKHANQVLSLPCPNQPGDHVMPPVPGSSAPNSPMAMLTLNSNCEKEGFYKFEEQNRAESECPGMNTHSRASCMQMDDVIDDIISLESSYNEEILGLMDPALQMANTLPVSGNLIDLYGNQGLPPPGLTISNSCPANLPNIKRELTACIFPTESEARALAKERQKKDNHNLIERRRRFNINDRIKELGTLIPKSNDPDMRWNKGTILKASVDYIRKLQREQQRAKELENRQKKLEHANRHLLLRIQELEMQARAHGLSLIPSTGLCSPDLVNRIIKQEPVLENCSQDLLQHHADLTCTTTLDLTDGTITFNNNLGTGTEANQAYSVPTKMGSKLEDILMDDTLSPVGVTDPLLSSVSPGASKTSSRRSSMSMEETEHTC
# GPR151 ag: activators of human GPR151, primary screen, cell-based, PathHunter beta-arrestin, luminescence | PathHunter beta-arrestin GPR151 cells | G-protein coupled receptor 151 (Homo sapiens), Q8TDV0 | 1% of 650,000 active | activation, % at 11.2 µM; in the data active = activation above about 4.9%;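 note: 0% = median of compound wells and 100% = cells with positive control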
# Target sequence (Q8TDV0 whole entry, looked up): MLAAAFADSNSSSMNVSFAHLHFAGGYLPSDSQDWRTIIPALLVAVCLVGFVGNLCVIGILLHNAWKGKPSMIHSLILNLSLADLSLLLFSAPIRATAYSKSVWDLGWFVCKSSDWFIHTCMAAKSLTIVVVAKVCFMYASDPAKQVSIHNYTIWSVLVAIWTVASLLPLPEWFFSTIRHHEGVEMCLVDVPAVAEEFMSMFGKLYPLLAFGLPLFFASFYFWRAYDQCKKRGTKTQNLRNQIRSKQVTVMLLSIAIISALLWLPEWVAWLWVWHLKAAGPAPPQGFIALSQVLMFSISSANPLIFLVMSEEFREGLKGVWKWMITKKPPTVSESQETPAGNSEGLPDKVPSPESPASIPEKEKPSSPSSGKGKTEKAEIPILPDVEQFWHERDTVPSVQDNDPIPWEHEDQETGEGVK
# FBW7 act: FBW7 E3 ligase activators, primary screen, biochemical, AlphaScreen, human | AID 1259310, 2017 | AlphaScreen FBW7–phospho-cyclin E peptide binding, activator screen | normalized activity (activation), % at 26.1 µM | 0.13% of 650,000 active | F-box/WD repeat-containing protein 7 (Homo sapiens), Q969H0; in the data active = normalized activity above about 1.9%;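 note: purified mutant Fbw7 with reduced substrate affinity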
# TEAD-YAP inh: TEAD-YAP interaction inhibition, primary screen, TEAD-YAP interaction inhibitor project, luminescence, HEK-TIYL cells. TEAD-Gal4/YAP UAS-luciferase luminescence. inhibition, % at 9.12 µM. 1.4% of 640,000 active; in the data active = inhibition above about 32%;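 note: 0% = median of test compound wells and 100% = reference inhibitor wells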
# * = called active by the depositor.
SMILES,MITF primary,GPR151 ag,FBW7 act,TEAD-YAP inh
CCN(CC)C(=O)C1CCCN(c2cc(C(=O)NC3CCN(Cc4ccccc4)CC3)ccn2)C1 (stereo not drawn),0,-2.5,-0.1,5
Cc1ccccc1OCc1nc(C#N)c(N2CCOCC2)o1,15,1.0,0.0,0
Cc1c(C(=O)Nc2ccc(F)c(F)c2)cccc1[N+](=O)[O-],2,0.7,0.0,-4
CCN(CC)C(=O)c1sc(NC(=O)c2ccc3c(c2)OCO3)c(C(N)=O)c1C,9,0.0,0.6,-28
O=C1CCCC(=O)N1c1ccc(Nc2ccc(O)cc2)c([N+](=O)[O-])c1,7,-0.7,-0.1,0
COc1cc([N+](=O)[O-])ccc1NC(=O)C1CC(Cl)=CCC1C(=O)O (stereo not drawn),11,1.2,0.6,1
C(=N\Nc1nc(-c2ccccc2)cs1)/c1ccccn1,2,-1.4,-0.5,-22
COc1ccc(C2CC(c3c(O)cc(C)oc3=O)=NCCS2)c(OC)c1 (stereo not drawn),-2,0.0,-0.1,42*
O=C(Nc1cccc(-n2cccn2)c1)C1CCCN(Cc2ccc(Cl)s2)C1 (stereo not drawn),-10,-0.7,-0.1,-7
CCN(CC)c1ccc(/C=C2/C(=O)NN(c3ccc(Br)cc3)C2=O)c(O)c1,-2,-0.1,0.0,7
Cn1nc(-c2ccccc2)cc1C(=O)Nc1ccc(-c2cn3ccsc3n2)cc1,-9,0.9,0.7,27
Cc1c(C(=O)NC2CCCC2)oc2ccc(S(=O)(=O)N3CCOCC3)cc12,-2,0.7,0.0,10
CCOC(=O)c1c(NC(=O)COc2ccc(Br)cc2)sc2c1CCC2,-5,-0.3,0.0,-6
COc1ccc(C2C(C(C)=O)=C(O)C(=O)N2CC(OC)OC)cc1 (stereo not drawn),9,1.7,0.4,-6
COc1ccc(S(=O)(=O)Nc2cc(Sc3ncn[nH]3)c(O)c3ccccc23)cc1,13,0.6,-0.2,-11
COc1ccc(C=Nc2ccc(N3CCOCC3)cc2)cc1I,18,-0.7,-0.1,1
O=C1COc2cc(S(=O)(=O)NCc3ccccc3)ccc2N1,11,-2.0,0.0,-6
O=C(O)c1ccc(Nc2c([N+](=O)[O-])ccc3nonc23)cc1,14,-2.1,0.4,1
CCNc1ncc(C)c(NCc2cccnc2)n1,12,-0.6,0.1,-3
Cc1ccc(-c2csc3ncn(CC(=O)N4CCCC4)c(=O)c23)cc1,-1,-1.3,-0.1,8

# Reprinted at random: 6 records from the list
SMILES,MITF primary,GPR151 ag,FBW7 act,TEAD-YAP inh
O=C(Nc1cccc(-n2cccn2)c1)C1CCCN(Cc2ccc(Cl)s2)C1 (stereo not drawn),-10,-0.7,-0.1,-7
C(=N\Nc1nc(-c2ccccc2)cs1)/c1ccccn1,2,-1.4,-0.5,-22
Cc1ccccc1OCc1nc(C#N)c(N2CCOCC2)o1,15,1.0,0.0,0
CCNc1ncc(C)c(NCc2cccnc2)n1,12,-0.6,0.1,-3
CCOC(=O)c1c(NC(=O)COc2ccc(Br)cc2)sc2c1CCC2,-5,-0.3,0.0,-6
COc1ccc(C2C(C(C)=O)=C(O)C(=O)N2CC(OC)OC)cc1 (stereo not drawn),9,1.7,0.4,-6

# Arranged by formula weight (largest number first): some entries from above
SMILES,MITF primary,GPR151 ag,FBW7 act,TEAD-YAP inh
COc1ccc(C2CC(c3c(O)cc(C)oc3=O)=NCCS2)c(OC)c1 (stereo not drawn),-2,0.0,-0.1,42*
Cc1ccc(-c2csc3ncn(CC(=O)N4CCCC4)c(=O)c23)cc1,-1,-1.3,-0.1,8
O=C1COc2cc(S(=O)(=O)NCc3ccccc3)ccc2N1,11,-2.0,0.0,-6
Cc1ccccc1OCc1nc(C#N)c(N2CCOCC2)o1,15,1.0,0.0,0
C(=N\Nc1nc(-c2ccccc2)cs1)/c1ccccn1,2,-1.4,-0.5,-22

# Further records follow.
SMILES,MITF primary,GPR151 ag,FBW7 act,TEAD-YAP inh
COc1cc(/C=C(\C#N)c2nc3ccccc3[nH]2)ccc1O,0,-3.0,-0.2,-41
CCOC(=O)c1c(NC(=O)CN2CC3(C)CC2CC(C)(C)C3)sc2c1CCC2 (stereo not drawn),8,-0.4,0.0,-6
CC1CCCC(C)N1C(=O)COC(=O)CCCc1cccs1 (stereo not drawn),-4,1.8,0.1,20
CCOC(=O)/C=C1/Nc2ccccc2C(c2ccccc2)(c2ccccc2)N1,3,0.1,0.0,13
CN(Cc1ccccc1)C(=O)CCc1nc2cccnc2n1Cc1ccccc1,7,-0.1,-0.1,3
C=CCc1ccc(OCCCCON2C(=O)CCC2=O)c(OC)c1,-5,-1.0,-0.1,-19
CC(C)NC(=O)C(=O)NCC1CCCO1 (stereo not drawn),3,-0.7,0.1,6
CC(C)C(=O)N(c1nnc(-c2ccncc2)s1)C(C)C,-13,0.0,-0.4,4
CC(=O)c1ccc(N2C(=O)CC(Nc3ccc(N4CCOCC4)cc3)C2=O)cc1 (stereo not drawn),11,-2.0,-0.3,-5
O=C(Oc1ccc2oc(=O)sc2c1)c1ccc(Cl)cc1,9,1.0,0.0,-3
O=C(CCCCCn1nnc2ccccc2c1=O)NCCCN1CCCC1=O,8,0.4,-0.1,10
COc1cccc(CNC(=O)c2ccc(CS(=O)Cc3ccccc3Cl)o2)c1 (stereo not drawn),7,0.3,0.2,8
O=C(NCc1ccccc1)c1csc(-c2ccc(N3CCOCC3)nc2)n1,22,-1.6,0.3,-8
CC1=Nc2ccc(Br)cc2C(c2ccccc2)N1CC(=O)O (stereo not drawn),-9,-0.3,0.1,-14
COc1ccc(N2C(SC)=NC(=Nc3cccc(C(F)(F)F)c3)C23CCCCC3)cc1,5,-0.4,0.0,3
Cc1ccc(C(C(=O)Nc2ccc3c(c2)OCO3)N(C)C(=O)CCc2cc(C(C)(C)C)c(O)c(C(C)(C)C)c2)cc1 (stereo not drawn),4,-0.1,-0.1,-7
O=C(NCCCN1CCOCC1)c1ccc(CNc2nc(=S)[nH]c3ccccc23)cc1,4,2.0,-0.4,-11
Cc1ccc(OCCOCCN2CCN(C)CC2)cc1,60*,0.1,0.1,-3
O=C1/C(=C/c2cccs2)CCC/C1=C\c1cccs1,19,-2.4,-0.2,-71
COc1ccc(C(CC(=O)O)NC(=O)c2ccc(F)cc2)cc1OC (stereo not drawn),-4,-0.6,0.0,-1
CNC(c1ccc([N+](=O)[O-])cc1)c1nnnn1-c1cccc(Cl)c1 (stereo not drawn),-8,-0.4,0.0,-1
COc1cc(NCCc2ccccc2)ncn1,17,0.3,-0.1,-28
CNC(=O)c1cc2cccc(OC)c2oc1=O,8,0.3,-0.1,-1
CCOC(=O)c1c(NC(=O)c2cc(-c3ccc(OC(C)C)cc3)nc3ccccc23)sc(C)c1-c1ccccc1,3,2.8,-0.1,-13
CN(C)CCSc1nc2ccccc2n1Cc1ccccc1,4,-1.3,-0.1,14
COc1ccc(CC2(CCC(=O)NC34CC5CC(CC(C5)C3)C4)CCC(=O)N2)cc1OC (stereo not drawn),-1,0.0,0.0,-7
C/C(=N\NC(=O)c1cc(-c2ccncc2)nc2ccccc12)c1ccc(C#N)cc1,8,-0.3,0.0,42*
Cc1ccc(S(=O)(=O)NCC(=O)OCC(=O)c2ccc(OC(F)F)cc2)cc1,-3,1.9,-0.1,3
Cc1cc(C)nc(NNc2cc(Cl)c([N+](=O)[O-])cc2[N+](=O)[O-])n1,10,-1.4,0.5,16
O=C(NC(=S)Nc1cccc([N+](=O)[O-])c1)c1ccccc1F,-10,-0.6,0.1,-27
COC(=O)CSc1nnc(-c2ccoc2C)n1-c1ccc(C)cc1,18,2.3,0.1,4
CC(C)N(CCNc1nc(-c2ccc(C(N)=O)cc2)nc2nc[nH]c12)C(C)C,18,-1.7,0.1,2
COCC(C)NC(=O)c1ccc(NC(C)=O)cc1 (stereo not drawn),12,-0.4,0.1,-1
COC(=O)c1cc(NC(=O)c2ccc(-c3ccc(Cl)cc3)o2)cc(C(=O)OC)c1,-2,-0.7,-0.1,-2
Cc1cc(C(=O)N/N=C/c2ccc(O)c(O)c2O)c(C)o1,53*,-3.0,-1.1,2
Cc1nc2ccc3nc(NC(=O)c4ccc(S(=O)(=O)N(C)Cc5ccccc5)cc4)sc3c2s1,2,-1.0,0.1,12
CC(C)Cc1ccc(C(C)C(=O)NCCc2c[nH]c3ccccc23)cc1 (stereo not drawn),0,-0.3,0.1,-15
COc1ccccc1N1C(=O)c2ccc(C(=O)OCC(=O)c3cccs3)cc2C1=O,17,-1.1,0.8,5
CCN(CC)C(=O)CN1N=C(c2ccc(OC)cc2)Cn2c(cc3ccccc32)C1=O,9,0.9,0.3,5
CCOc1ccc(N=c2scc(-c3ccccc3)n2-c2ccccc2)cc1,2,-1.2,-0.1,-8
COc1cc(Cc2nnc(C(=O)NC3CCCCC3)o2)cc(OC)c1OC,13,0.0,0.0,4
CN(C(=O)c1cc(-c2cccc(O)c2)on1)c1ccccc1,-12,-0.1,0.0,48*
CCC(CO)NS(=O)(=O)c1cc(-c2nn(C)c(=O)c3ccccc23)ccc1C (stereo not drawn),2,0.9,0.4,-1
O=C(O)CCN1C(=O)C(=O)/C(=C(\O)c2ccccc2)C1c1ccc(F)cc1 (stereo not drawn),-8,0.6,-0.1,7
CN1CCc2c(sc(NC(=O)c3ccc(Cl)s3)c2-c2nc3ccccc3s2)C1,-12,0.0,-0.2,-3
COc1c(C)cccc1C(=O)NC(=S)Nc1ccc(I)cn1,-1,-1.9,-0.1,-6
COc1ccc2oc(=Nc3cc(C(F)(F)F)ccc3N3CCCCC3)c(C(N)=O)cc2c1,10,-0.3,0.5,-3
Cc1nnc(NC(=O)CCCCCCC(=O)Nc2nnc(C)s2)s1,-8,0.0,-0.1,3
O=C(Cc1noc2ccccc12)NCc1ccc2c(c1)OCO2,-9,-3.4,0.0,-22
COc1cc(C2C3=C(CC(C)(C)CC3=O)Nc3ccc4ccccc4c32)cc(Cl)c1OC (stereo not drawn),5,0.1,0.0,-5
NC(=O)C1CCCN1c1ncnc2sc3c(c12)CCC3 (stereo not drawn),-6,0.6,-0.1,-2
O=C(NC1CCCCCC1)c1cc2c(s1)CS(=O)(=O)C2,12,-0.5,0.7,-25
COCc1ccc(CN2CCOc3ccc(CN4CCOCC4)cc3C2)o1,-5,0.3,0.0,-6
CCOc1ccc2c(c1)-c1c(ssc1=S)C(C)(C)N2C(=O)CN1C(=O)c2cccc3cccc(c23)C1=O,19,-1.0,0.2,-6
O=C(CNC(=O)c1cccs1)OCC(=O)c1ccc(OC(=O)c2ccccc2)cc1,-15,-0.9,-0.2,2
Cc1ccsc1C(=O)N1CC(C)OC(C)C1 (stereo not drawn),5,2.1,0.0,-5
N#Cc1cc(Nc2ccc(Oc3ccccc3)cc2)c([N+](=O)[O-])cc1C#N,22,-0.8,-0.4,11
O=S(=O)(c1ccc(F)cc1)N1CCN(c2nnnn2-c2ccccc2)CC1,6,-2.0,-0.1,-4
COCCNc1ccc(-c2ccc(OC)cc2)cn1,0,-0.8,-0.1,2
O=C(CSc1nnc(C2COc3ccccc3O2)n1-c1ccccc1)c1ccc(F)cc1 (stereo not drawn),1,-1.0,0.0,-14

# (further entries)
SMILES,MITF primary,GPR151 ag,FBW7 act,TEAD-YAP inh
COC(=O)C1=CN(C2CC2)C=C(C(=O)OC)C1c1cccc(F)c1,-10,-0.9,0.1,-4
Cc1cc(C)nc(NS(=O)(=O)c2ccc(Nc3nc(-c4c(C)nc5ccccn45)cs3)cc2)n1,-16,-0.1,0.0,-18
CC(C)NS(=O)(=O)Nc1cccc2ccccc12,-3,-0.3,-0.2,8
CSCCC(=O)NCC1Cc2cc(-c3ccccc3C(C)=O)ccc2O1 (stereo not drawn),14,0.6,0.1,-3
Cc1ccccc1-n1nc(C)c2c(C(=O)O)cc(-c3cccnc3)nc21,-3,-1.1,-0.1,-5
COc1ccccc1NC(=O)CC1CCCCC1,-17,-0.2,0.2,0
COc1ccc(CN2CCc3nnc(C(CC(C)C)NC(C)=O)n3CC2)c(OC)c1C (stereo not drawn),-8,0.9,0.0,-5
Nc1nnc(SCC(=O)Nc2nnc(SCC(=O)Nc3ncc(Br)cc3Br)s2)s1,5,-1.6,0.6,-8
Cn1cnnc1Sc1ccc(CN2CCCC(N3CCN(c4ccccc4)CC3)C2)o1 (stereo not drawn),-7,-0.2,-0.1,8
COc1cccc2c1OC1(C)CC2NC(=S)N1 (stereo not drawn),17,1.6,0.0,4
COc1ccc(Cc2nnc(C3CCN(S(C)(=O)=O)CC3)s2)cc1,4,-0.2,0.2,7
O=c1c2ccccc2ncn1CCCOc1ccccc1F,8,0.3,0.0,-42
CCOc1cccc(OCCOCCOc2ccccc2C(C)=O)c1,-1,1.8,0.5,-1
O=C(c1cc(C2CC2)[nH]n1)N1CCOc2ccc(CN3CCc4sccc4C3)cc2C1,26,-0.6,1.2,2
CCCN(CC1CCCO1)C1CCN(c2ccc(C(=O)N3CCN(CC)CC3)cc2)CC1 (stereo not drawn),-10,0.2,0.1,-1
O=C(NCCC1=CCCCC1)c1ccc(N2CC3CC(C2)c2cccc(=O)n2C3)c([N+](=O)[O-])c1 (stereo not drawn),-1,-0.2,-0.1,-6
Cn1c2ccccc2c2cnn(CC(=O)NCc3ccccc3)c(=O)c21,-11,0.3,0.0,0

# A few values from the list.
# FBW7 act with O=C(NCCC1=CCCCC1)c1ccc(N2CC3CC(C2)c2cccc(=O)n2C3)c([N+](=O)[O-])c1 (stereo not drawn) reads -0.1
# MITF primary with Cc1ccccc1-n1nc(C)c2c(C(=O)O)cc(-c3cccnc3)nc21 reads -3

# Screening data: PubChem BioAssay, The Scripps Research Institute Molecular Screening Center
